# WRN helicase inh: blocks human WRN helicase; WRN helicase unwinding, fluorescent forked duplex, kinetic; Q14191; Potency, µM (doses to about 114 µM), for inactives: at the highest dose activity change, negative = inhibition, usual class: inhibitors; AID 651768; 360,000 tested, 0.46% active; also: potency is read from the fitted curve at half-maximal effect; % is scaled to controls: 0 for no effect and ±100 for the full control effect; nearly all actives have a fitted effect of over 55% in size
#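 WRN at 20 nM final was preincubated with compound for 15 min at room temperature; reaction started with 100 nM forked duplex oligonucleotide carrying fluorophore and quencher plus 2 mM ATP (final). Unwinding followed kinetically by red fluorescence (ex 525/em 598 nm).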
# PI5P4K alpha inh: blocks human PI5P4K alpha kinase activity; P48426; PI5P4Kalpha enzyme, ADP-Glo luminescence, 60 min; active compounds read low; max response, %; 330,000 tested, 1.2% active; AID 652105; active = max response of -50% or lower; inconclusive = between -30% and -50%; inactive = -30% or higher; also: value at the top dose of about 77 µM; % is scaled to controls: 0 for no effect and ±100 for the full control effect
# Target sequence (P48426 whole entry, looked up): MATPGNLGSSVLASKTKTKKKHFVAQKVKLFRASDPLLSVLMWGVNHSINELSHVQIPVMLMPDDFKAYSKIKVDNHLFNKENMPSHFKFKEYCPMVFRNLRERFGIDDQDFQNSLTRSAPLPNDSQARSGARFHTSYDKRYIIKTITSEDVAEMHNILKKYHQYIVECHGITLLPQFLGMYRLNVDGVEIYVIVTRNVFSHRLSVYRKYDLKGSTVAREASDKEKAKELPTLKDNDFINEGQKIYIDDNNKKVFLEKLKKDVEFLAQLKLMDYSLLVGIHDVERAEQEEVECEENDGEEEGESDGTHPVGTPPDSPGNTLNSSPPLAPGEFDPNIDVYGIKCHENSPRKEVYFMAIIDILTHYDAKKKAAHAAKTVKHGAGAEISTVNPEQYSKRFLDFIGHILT
#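 ADP-Glo luminescence end-point after a 60 min room-temperature kinase reaction. PI5P4Kalpha and substrate in HEPES pH 7.4 buffer with EGTA, 0.1% CHAPS and 5% DMSO; ATP at 5 microM final.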
# FUS suppressor: suppressors of FUS proteinopathy in yeast; 390,000 tested, 0.24% active; S. cerevisiae FUS-expressing, growth rescue, OD600, 24 h; Potency, µM (doses to about 76.6 µM), for inactives: at the top dose growth rescue (activation), most hits filed as activators;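 also: potency is read from the fitted curve at half-maximal effect; plate controls were DMSO vehicle for no effect and reference control for full effect; nearly all actives have a fitted effect of over 55% in size; some results filed as inactive show a strong effect at the top dose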
#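 Galactose (2%) drives FUS expression in yeast precultured in raffinose; seeding density OD 0.005. Test compounds incubated 24hr at 30C and 99% humidity before absorbance at 600 nm was measured.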
# IL2 activator: activates IL-2 in a cell-based reporter assay. IL-2 activation reporter assay, cell-based qHTS; stimulated with anti-CD3/CD4/CD28 beads; in transgenic mouse T cells. activation, % (series mostly up to about 46 µM). 360,000 tested, 0.065% active. AID 652025; in the data active = activation above about 50%; inconclusive = mostly about 30% to 49%; also: 0% is about no effect
#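 Unstimulated transgenic mouse T cells preincubated 60 min with compound, then stimulated with anti-CD3/anti-CD4-coated beads plus anti-CD28 for 18 h at 37 degrees C. IL-2 response read as EGFP and DsRed fluorescence by plate cytometry.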
# EPAC1 antag: antagonists of human EPAC1. EPAC1 GEF assay, Rap1b-BODIPY-GDP exchange fluorescence. Potency, µM (top dose mostly 115 µM), inactives show at the top dose activity change, negative = inhibition, most hits filed as inhibitors. 360,000 tested, 0.14% active;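 also: potency is read from the fitted curve at half-maximal effect; plate controls were vehicle for no effect and positive control for full effect; nearly all actives have a fitted effect of over 50% in size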
# EPAC1 agonist: activates human EPAC1 exchange factor; 360,000 tested, 0.073% active; Potency, µM (top dose mostly 154 µM), inactives show at the highest dose activation, hits mostly activators; EPAC1 agonist qHTS, biochemical assay; response scale: 100% = response to 6.5 mM cAMP; AID 720707; O95398; also: potency is read from the fitted curve at half-maximal effect; nearly all actives have a fitted effect of over 60% in size
#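 Normalized to 6.5 mM cAMP, activity reflects EPAC1-catalysed release of BODIPY-GDP from Rap1B, followed kinetically over 30 min at 480 nm excitation, 540 nm emission. Reaction contained 100 nM EPAC1, 250 nM Rap1B-BODIPY-GDP, 50 uM GDP.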
# PLK1 PBD inh: PLK1 (human) polo-box domain binding inhibition. Potency, µM, inactives show max response, negative = inhibition, usual class: inhibitors. Plk1 PBD binding of FITC phosphopeptide, fluorescence polarization. 360,000 tested, 2.8% active; also: potency is read from the fitted curve at half-maximal effect; series mostly up to about 57 µM; % is scaled to controls: 0 for no effect and ±100 for the full control effect; nearly all actives have a fitted effect of over 65% in size
# Target sequence (P53350 whole entry, looked up, the tested form may be a part): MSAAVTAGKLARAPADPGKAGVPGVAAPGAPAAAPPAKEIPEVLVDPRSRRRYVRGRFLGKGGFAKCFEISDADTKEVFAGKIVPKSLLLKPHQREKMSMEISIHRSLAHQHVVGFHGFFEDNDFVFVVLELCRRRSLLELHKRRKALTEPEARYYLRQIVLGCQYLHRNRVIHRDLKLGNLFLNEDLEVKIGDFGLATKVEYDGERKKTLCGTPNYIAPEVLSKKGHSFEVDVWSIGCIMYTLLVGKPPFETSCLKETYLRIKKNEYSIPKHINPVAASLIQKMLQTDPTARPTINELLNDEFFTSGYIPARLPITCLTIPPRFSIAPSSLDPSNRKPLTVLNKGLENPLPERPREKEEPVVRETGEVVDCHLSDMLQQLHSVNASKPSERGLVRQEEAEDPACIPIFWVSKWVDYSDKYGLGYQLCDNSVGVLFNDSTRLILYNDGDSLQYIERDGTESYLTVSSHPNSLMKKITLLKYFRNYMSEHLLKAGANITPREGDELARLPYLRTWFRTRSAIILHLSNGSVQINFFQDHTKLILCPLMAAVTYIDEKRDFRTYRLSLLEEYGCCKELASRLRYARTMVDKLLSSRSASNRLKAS
# Abeta yeast res: A-beta toxicity reversal in yeast; yeast expressing A-beta42, growth rescue, OD600, 48 h; response scale: 0% DMSO, 100% iron-clioquinol control; Potency, µM (top dose mostly 46.1 µM), for inactives: at the top dose growth rescue, hits mostly activators; 410,000 tested, 0.063% active; AID 1347071; also: potency is read from the fitted curve at half-maximal effect; nearly all actives have a fitted effect of over 55% in size
#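 Growth rescue measured by 600 nm absorbance after 48 h yeast culture at 30 C with compound. Values normalized between DMSO and an equimolar ferric chloride plus clioquinol control.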
# The depositor's hits bear a star; ? = inconclusive; . = not tested or not shown; [ ] = dose if it differs, or a comment. Unless noted, calls follow the shape of the dose curve; as a rule, active = well fitted curve in the direction sought with a large enough effect; inconclusive = small, poorly fitted or top-dose-only effect, or another doubt; inactive = no such curve, though single readings can be large; an effect the other way counts as inactive or inconclusive. This is a random part of the collection, and some 4.1% of all compounds hit somewhere here.
SMILES,WRN helicase inh,PI5P4K alpha inh,FUS suppressor,IL2 activator,EPAC1 antag,EPAC1 agonist,PLK1 PBD inh,Abeta yeast res
CN(CCC#N)Cc1cc(=O)oc2ccc3ccccc3c12,9%,1,15%,0.5,2%,3%,-8%,-1%
CN=c1scc(C)n1/N=C/c1ccc(O)cc1,0%,-18,-8%,-0.1,10%,-6%,-1%,11%
Cc1ccc2[nH]c(=O)c(CN(CCc3ccccc3)Cc3nnnn3CC3CCCO3)cc2c1 (stereo not given),-8%,.,?,-0.6,7%,0%,-2%,24%
CCOc1ccc(C(CC(=O)O)NC(=O)C2c3ccccc3Oc3ccccc32)cc1 (stereo not given),5%,-10,-23%,1.8,-2%,-5%,-15%,-20%
Cc1cc(NC(=O)COc2ccc(C)c(C)c2)no1,-18%[57.1 µM],0,-44%,-0.4,-2%,6%,4%,-4%
FC(F)(F)c1cnc(C(c2ccccn2)c2ncn[nH]2)c(Cl)c1 (stereo not given),-4%,2,23%,0.8,-9%,14%,-6%,-13%
Cc1ccc(C(=O)NNS(=O)(=O)c2ccc(F)cc2)cc1,-2%[57.1 µM],1,22%,-1.6,-18%,11%,1%,12%
CCCCn1c(-c2ccc(F)c(F)c2)nc2cc3[nH]c(=O)c(C(C)C)nc3cc21,-13%,-8,25%,-4.0,-16%,-20%,-12%,-9%
Cc1ccc(SCCC(=O)Nc2ccccc2Br)cc1,-2%,8,-27%,-1.1,-18%,7%,-3%,5%
O=C(c1ccccc1NS(=O)(=O)c1cccc2cccnc12)N1CCOCC1,-4%,0,-5%,0.5,-4%,1%,-10%,5%
CCC(/C=N/NC(=O)C(=O)N/N=C/C(CC)CC)CC,0%,2,-8%,0.2,5%,1%,-12%,-3%
CN(CCC#N)C(=S)Nc1ccc(Oc2ccccc2)cc1,4%,8,-6%,0.3,-28%,14%,-9%,3%
O=S(=O)(NCC(c1cccnc1)N1CCN(Cc2ccccc2)CC1)c1cc(F)ccc1F (stereo not given),6%,1,-2%,-1.9,-5%,-13%,-2%,0%
OCn1ncn(-c2ccccc2)c1=S,-2%,1,-21%,0.6,-4%,6%,-5%,10%
CCC(Sc1nc2ccccc2[nH]1)C(=O)Nc1ccc(NC(C)=O)cc1 (stereo not given),1%,-1,-3%,0.9,-12%,9%,-4%,1%
Cc1nn(-c2ccccc2)c(C)c1/C=C/C(=O)OC(C)C(=O)Nc1ncc(Cl)cc1Cl (stereo not given),-10%,-2,.,1.1,-18%,3%,-8%,-5%
CC1CCCN(c2c([N+](=O)[O-])cc(C(=O)O)cc2[N+](=O)[O-])C1 (stereo not given),2%,-1,1%,0.0,-12%,-8%,-4%,2%
Cc1ccc(C)c2c1cc(C)c1nnc(SCC(=O)c3cccs3)n12,-7%,-4,-13%,3.2,-10%,2%,-23%,20%
O=C1C2CC=CCC2C(=O)N1c1ccc(NCCc2ccccc2)c([N+](=O)[O-])c1 (stereo not given),-6%,0,-10%,-1.4,-4%,-4%,0%,3%
O=C(NCCCn1ccnc1)C1CCN(S(=O)(=O)c2cc([N+](=O)[O-])ccc2Cl)CC1,-15%,18,.,1.1,0%,13%,-3%,3%
CCCN1C2CCCC1CC(NC(=O)c1ccccc1OC)C2 (stereo not given),-1%,5,7%,-1.4,-21%,1%,-3%,2%
Cc1cc(C(=O)CSc2nn3c(=O)c(C(C)(C)C)nnc3s2)c(C)n1C1CC1,4%[11.6 µM],-2,51%,-3.5,-8%,-15%,-5%,19%
CCc1c(C)[nH]c2ccccc2c1=O,-8%,5,33%,-4.1,15%,0%,1%,24%[9.22 µM]
Cc1cc(=O)[nH]c(SCC(=O)Nc2nc3ccccc3s2)n1,18%,-13,-5%,-0.1,1%,-8%,?,11%
CCN(CC(=O)Nc1c(F)cccc1F)C(=O)CCSc1ccc(F)cc1,-5%,1,48%,-3.9,-30%,-15%,?,-1%

# Of the compounds above, 3 contain a nitro group on carbon:
SMILES,WRN helicase inh,PI5P4K alpha inh,FUS suppressor,IL2 activator,EPAC1 antag,EPAC1 agonist,PLK1 PBD inh,Abeta yeast res
CC1CCCN(c2c([N+](=O)[O-])cc(C(=O)O)cc2[N+](=O)[O-])C1 (stereo not given),2%,-1,1%,0.0,-12%,-8%,-4%,2%
O=C1C2CC=CCC2C(=O)N1c1ccc(NCCc2ccccc2)c([N+](=O)[O-])c1 (stereo not given),-6%,0,-10%,-1.4,-4%,-4%,0%,3%
O=C(NCCCn1ccnc1)C1CCN(S(=O)(=O)c2cc([N+](=O)[O-])ccc2Cl)CC1,-15%,18,.,1.1,0%,13%,-3%,3%

# (further entries)
SMILES,WRN helicase inh,PI5P4K alpha inh,FUS suppressor,IL2 activator,EPAC1 antag,EPAC1 agonist,PLK1 PBD inh,Abeta yeast res
CCCC(=O)N(Cc1cc(=O)[nH]c2ccccc12)c1ccc(OC)cc1,-20%,-20,14%,0.4,-10%,-10%,-20%,-4%
COc1ccc(OC)c2[nH]c(C(=O)N/N=C/c3ccccc3O)cc12,-12%,-3,-1%,0.3,?,5%,-8%,10%
Cc1cccc(CCNC(=O)CNS(=O)(=O)c2ccc3nc(C)sc3c2)c1,-6%,-1,9%,-2.4,-4%,-3%,-4%,13%
CN(C)S(=O)(=O)c1cc(C(=O)Nc2ccn(C)n2)c(Cl)cc1Cl,0%,1,-1%,0.1,-11%,6%,3%,5%
COc1ccccc1OCC(=O)Nc1cc(Cl)ccc1N1CCCCC1,-1%,2,.,-1.5,-18%,10%,-3%,-11%
Cc1ccc(NC(=O)CN(C)C(=O)COc2ncnc3ccc(Br)cc23)cc1,0%,1,-1%,0.6,-7%,2%,-4%,-1%
COc1ccccc1N(CC(=O)NC1CCCCC1)C(=O)CCC(=O)Nc1nccs1,-2%,2,36%,-2.1,-8%,-6%,-2%,6%
COc1ccc(C2NCCc3c2[nH]c2ccccc32)cc1COc1ccc(F)cc1 (stereo not given),-10%,-2,23%,-0.9,-24%,14%,-14%,-4%
CC(C)(CNC(=O)CNC(=O)c1ccc(Cl)cc1Cl)N1CCOCC1,-4%,-5,-5%,-3.2,8%,2%,-9%,10%
Cc1ccc(-n2c(N)c(C(=O)NCc3ccco3)sc2=S)cc1,-6%,-6,-5%,-0.8,7%,10%,?,-14%
COC(=O)COc1cccc(NC(=O)COc2ccccc2)c1,-2%,5,13%,-0.4,0%,0%,-6%,7%
CC(=O)N1CCN(c2ccc(NC(=O)c3ccc(Cl)c(Cl)c3)cc2)CC1,18%,2,0%,-2.4,26%,-7%,-19%,-8%
COc1ccc(S(=O)(=O)N2CCN(CC(=O)NCC3(N4CCOCC4)CCCCC3)CC2)cc1,-10%,6,-2%,-0.2,-4%,0%,0%,4%
O=C(c1ccc(OC2CCN(C/C=C/c3ccccc3)CC2)cc1)N1CCCC1,-7%,1,?,0.7,3%,6%,-4%,0%
CC(C)NC(=O)N(C)C[C@H]1Oc2ccc(NS(=O)(=O)c3ccc(Cl)cc3)cc2CC(=O)N([C@@H](C)CO)C[C@@H]1C,9%,2,10%,2.2,-2%,-17%,-17%,2%
C=CCc1c(C)nc(SC)nc1Nc1ccccc1,2%,1,4%,-1.9,-7%,13%,-15%,12%
COc1ccc(-c2cn3cccnc3n2)cc1NC(=O)CC(C)C,-8%,.,-14%,0.5,-2%,4%,-5%,9%
CC(=O)N1CCC(N(CCN2CCOCC2)C(=S)Nc2ccccc2C)CC1,-3%,5,-8%,-0.7,7%,5%,-10%,-18%
CCc1cccc(NC(=O)COC(=O)c2cc([N+](=O)[O-])ccc2N2CCOCC2)c1,-12%,-3,-19%,-1.9,1%,-7%,-7%,-1%
CC(C)n1c(C(F)(F)F)nc2cc(C(=O)N3CCOCC3)ccc21,-7%,5,8%,-5.8,-9%,4%,0%,-15%
CC(=O)CSc1ncnc2c1oc1ccccc12,14%,2,1%,0.8,-1%,1%,-17%,2%
COc1ccccc1NC(=O)c1ccccc1NS(=O)(=O)c1cccs1,-3%[57.1 µM],0,20%,-1.9,-26%,-2%,-6%,10%
CN1C(=O)[C@@H]2[C@@H]3C[C@@H]([C@H]4ON=C(c5ccccc5OCC#N)[C@@H]34)[C@@H]2C1=O,8%,-1,9%,-0.5,8%,0%,2%,-11%
CC(C)N=C1NN=C(c2cccs2)CS1,-2%,-14,-2%,-0.1,0%,8%,-18%,-9%
Cc1nn(C(C)C(=O)N2CCCCC2)c(=O)c2c1sc1ccccc12 (stereo not given),-4%,11,-9%,7.0,14%,8%,-7%,-2%
# Remaining list, next part:
SMILES,WRN helicase inh,PI5P4K alpha inh,FUS suppressor,IL2 activator,EPAC1 antag,EPAC1 agonist,PLK1 PBD inh,Abeta yeast res
O=S(=O)(c1cnc(Cl)c(Cl)c1)N1CCCc2ccccc21,-9%,13,.,-3.8,7%,10%,-5%,-28%
Cc1ccc(N=C(NO)c2nonc2N)c(C)c1,-29%[57.1 µM],3,-2%,-0.4,4%,3%,-5%,6%
C[C@@H](C(=O)NCC1CC1)[C@@H]1C[C@@]1(C)[C@@H](NC(=O)OCc1ccccc1)c1ccccc1,-3%,0,7%,-0.8,-14%,-8%,-6%,0%
CCCCc1nc(N2CCOCC2)c(C#N)c2c1COC(C)(C)C2,-10%,21,16%,1.2,-5%,2%,-3%,-3%
O=C(CCc1nc2ccccc2s1)OCC(=O)c1ccccc1,-4%,-7,20%,-0.3,6%,9%,-12%,-9%
Cc1cccc(-c2noc(CN(C)S(=O)(=O)c3cc(Cl)ccc3Cl)n2)c1,-5%,.,34%,-2.6,-3%,1%,-9%,-16%
O=C(CC12CC3CC(CC(Br)(C3)C1)C2)Nc1cccc(S(=O)(=O)NC2=NCCC2)c1,5%,0,2%,-2.9,10%,3%,-14%,12%
CC(CCc1ccccc1)NC(=O)c1ccc(C(=O)NC(C)CCc2ccccc2)cc1 (stereo not given),-3%,0,2%,-0.8,-1%,-1%,-9%,17%
COC(=O)c1ccc(NC(=O)COc2ccc(S(=O)(=O)NC(C)C)cc2)cc1,0%,.,-5%,3.1,-3%,7%,-9%,-12%
COc1ccc(Br)cc1S(=O)(=O)NCc1ccccc1,-9%,3,.,0.9,-13%,-10%,-4%,4%
Cc1noc(C)c1NC(=O)Nc1cccc2c1O[C@H](CN(C)S(=O)(=O)c1ccccc1)[C@@H](C)CN([C@H](C)CO)C2=O,-2%,-7,13%,0.1,-18%,0%,-10%,-19%
O=C(NCc1cccs1)C1CCN(S(=O)(=O)c2cccc3cccnc23)CC1,1%,-1,-10%,0.2,3%,-14%,-14%,6%
CCOc1ccc(CC(=O)NNC(=S)NCCc2ccccc2)cc1,-3%,0,-55%,0.2,-2%,-2%,6%,8%

# Bioassay records: PubChem BioAssay, National Center for Advancing Translational Sciences (NCATS)
